TAAR1 antagonist: antagonists of human TAAR1; Q96RJ0; CHO RD-HGA16 TAAR1, Fluo-8 calcium fluorescence, antagonist; inhibition, % at 3 µM; actives 1.5% (n = 360,000);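 active = inhibition above a per-plate cutoff, the mean inhibition of test compounds on that plate plus 3 SD, cut at about 49% in these data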;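 note: 0% = DMSO plus EC80 beta-PEA response and 100% = DMSO alone without agonist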
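Assay system: CHO-derived RD-HGA16 cells stably expressing human TAAR1 plus Gα16. Timing: 140 s kinetic read after compound, 140 s after agonist. Technique: kinetic Fluo-8 calcium fluorescence measurement. Measure: % inhibition of agonist calcium response.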
CHO-K1 Ca ag: counter-screen for M1 agonists: effect in parental CHO-K1 cells; Fluo-8 calcium fluorescence; scaled to maximal ATP response, vehicle zero; activation, % at 3 µM; actives 0.48% (n = 360,000); AID 602248; in the data active = activation above about 15%;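 note: untransfected CHO-K1 host cells lacking M1 receptor as counterscreen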
V1aR counter: V1a receptor agonism, counter-screen for OXTR agonists | actives 0.25% (n = 320,000) | activation, % at 3 µM | P37288 | CHO-V1R cells, Fluo-8 calcium fluorescence, agonist mode; 0% DMSO, 100% 3 nM vasopressin;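 active = activation above the mean activation of all tested compounds plus 3 SD, per screening run, cut at about 20% in these data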;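 note: signal is peak over basal fluorescence ratio across a 100 second FLIPR read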
Target sequence (P37288 whole entry, looked up): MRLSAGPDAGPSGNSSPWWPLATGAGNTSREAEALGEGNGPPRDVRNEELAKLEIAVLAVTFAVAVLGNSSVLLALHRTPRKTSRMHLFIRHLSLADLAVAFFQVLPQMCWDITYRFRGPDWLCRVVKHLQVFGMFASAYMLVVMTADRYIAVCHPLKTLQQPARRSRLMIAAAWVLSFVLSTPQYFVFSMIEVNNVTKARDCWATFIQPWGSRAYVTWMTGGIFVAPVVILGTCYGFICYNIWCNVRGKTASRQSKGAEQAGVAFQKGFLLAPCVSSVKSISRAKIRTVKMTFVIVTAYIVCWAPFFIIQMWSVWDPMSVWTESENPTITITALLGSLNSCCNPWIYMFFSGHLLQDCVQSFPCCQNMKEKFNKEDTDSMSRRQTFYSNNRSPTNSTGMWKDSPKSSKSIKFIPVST
OXTR potentiator: potentiates the human oxytocin receptor response; activation, % at 3 µM; CHO-OTR cells, Fluo-8 calcium fluorescence, potentiator mode; 0% = oxytocin EC15, 100% = EC100; P30559; actives 0.061% (n = 320,000);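 active = activation above that plate's cutoff, the mean activation of tested compounds plus 3 SD, cut at about 6.6% in these data, passing the limit was not always enough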;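 note: 100% uses oxytocin at 75 nM as the full agonist control; some results filed as inactive read as strong as hits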
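assay system = CHO-OTR cells, human receptor | schedule = compound 6 min at room temperature before oxytocin, 100 s read | detection = Fluo-8 intracellular calcium fluorescence, ex 470-495, em 515-575 nm | evaluation = normalized max/min fluorescence ratio, % activation | control set = EC15 oxytocin alone as 0%, 75 nM oxytocin (EC100) as 100%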
CHO parental Ca: counter-screen for OX1R antagonists: effect in parental CHO cells; parental CHO-K1, ATP-induced calcium, Fluo-8 fluorescence; inhibition, % at 5.6 µM; actives 0.63% (n = 330,000); AID 463079;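 active = inhibition above that plate's mean sample inhibition plus 3 SD, cut at about 26% in these data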;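 note: 0% = ATP-challenged DMSO wells and 100% = DMSO wells without ATP; some compounds past the cut are filed as inactive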
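Assay system: untransfected parental CHO cell line. Also added: ATP agonist challenge. Dosing: one dose, 5.6 µM nominal. Measured by: Fluo-8 fluorescence. Read-out: % inhibition. Benchmarks: ATP wells versus no-ATP DMSO wells. Repeats: no replicates.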
TAAR1 ag: human TAAR1 agonism. Q96RJ0. CHO RD-HGA16 TAAR1, Fluo-8 calcium fluorescence; vehicle wells 0%, saturating PEA agonist 100%. activation, % at 3 µM. actives 0.99% (n = 360,000);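 active = activation above the mean activation of all test compounds in the run plus 3 SD, cut at about 38% in these data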
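System: CHO-derived RD-HGA16 cells with stable Gα16 and human TAAR1 / Times: 17-24 h plating, Fluo-8 75 min 37 °C, 30 min RT / Technique: calcium-sensitive Fluo-8 signal, excitation 470-495, emission 515-575 nm / Measure: % activation relative to PEA EC100 response / Benchmarks: DMSO and PEA EC100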
CHO-K1 Ca PAM: counter-screen for M1 PAMs: effect in parental CHO-K1 cells; ATP EC20, Fluo-8 calcium fluorescence; 0% at ATP EC20, 100% at ATP max; activation, % at 3 µM; actives 0.02% (n = 360,000);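 active = activation above the run cutoff, the mean activation of all test compounds plus 3 SD, cut at about 40% in these data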;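 note: peak over basal fluorescence ratio in a 140 s read after ATP addition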
M1 ag: activates human CHRM1 receptor; actives 0.33% (n = 360,000); activation, % at 3 µM; P11229; AID 588814; CHO-K1 hM1, Fluo-8 calcium fluorescence, agonist mode; 0% DMSO, 100% acetylcholine EC100;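 active = activation above the run's mean compound activation plus 3 SD, cut at about 16% in these data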;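 note: peak over basal fluorescence ratio within a 140 s kinetic read after compound addition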
Target sequence (P11229 whole entry, looked up): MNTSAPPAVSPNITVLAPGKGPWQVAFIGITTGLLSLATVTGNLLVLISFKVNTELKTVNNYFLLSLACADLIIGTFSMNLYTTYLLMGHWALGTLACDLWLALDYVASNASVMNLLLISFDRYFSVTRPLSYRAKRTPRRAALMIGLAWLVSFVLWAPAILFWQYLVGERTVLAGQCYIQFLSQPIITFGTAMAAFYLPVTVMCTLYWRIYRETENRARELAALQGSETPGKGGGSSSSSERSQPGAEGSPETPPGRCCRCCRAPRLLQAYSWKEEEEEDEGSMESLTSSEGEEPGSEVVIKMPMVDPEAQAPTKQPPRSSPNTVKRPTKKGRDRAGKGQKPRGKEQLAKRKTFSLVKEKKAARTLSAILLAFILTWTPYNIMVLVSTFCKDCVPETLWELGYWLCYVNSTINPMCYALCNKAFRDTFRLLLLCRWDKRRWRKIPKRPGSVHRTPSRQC
CHO-K1 Ca antag: M1 antagonist counterscreen hit in parental CHO-K1 cells. AID 602250. ATP-induced calcium, Fluo-8 fluorescence. actives 0.6% (n = 360,000). inhibition, % at 3 µM;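 active = inhibition above a per-plate cutoff, the plate's mean sample inhibition plus 3 SD, cut at about 24% in these data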;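 note: 0% = DMSO plus EC80 ATP and 100% = DMSO alone without ATP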
Numbers without * were called inactive; nt = not tested or not shown.

SMILES,TAAR1 antagonist,CHO-K1 Ca ag,V1aR counter,OXTR potentiator,CHO parental Ca,TAAR1 ag,CHO-K1 Ca PAM,M1 ag,CHO-K1 Ca antag
CSCCC(NC(=O)c1ccccc1Cl)C(=O)N1CCN(c2ccccn2)CC1 (configuration not stated),1,1.5,0.0,3,-19,3,3,-4,-3
O=c1cc2c(nn1Cc1ccccc1Cl)-c1ccccc1CC2,0,-0.3,-0.6,-4,-12,2,-1,-2,-1
COC(=O)[C@@H](NC(=O)Nc1ccc(OC(F)(F)F)cc1)C(C)C,5,3.0,-0.6,-2,-2,1,15,-3,-10
O=C(Nc1ccc(S(=O)(=O)Nc2ccccn2)cc1)C(F)(F)F,11,1.4,0.3,-5,-5,2,17,-4,-13
CC(C)Cn1c(-c2ccc(F)cc2)n[nH]c1=S,-12,0.5,-0.1,-8,-18,4,15,-5,-3
O=C(c1ccc(N2CCCS2(=O)=O)cc1)N1CCN(c2ccc(F)cc2)CC1,-3,0.6,1.4,-5,0,1,3,-2,17
Cc1cc(C)cc(N(CC(=O)NCC2CCCO2)S(=O)(=O)c2c(C)noc2C)c1 (configuration not stated),-15,0.2,-0.6,-8,-22,-1,21,-10,-5
CCOc1cc(C#N)c(NC(=O)Cn2nnc3ccccc32)cc1OCC,10,1.2,0.3,-7,-7,4,15,-1,-6
O=C(N/N=C/c1ccc2c(c1)OCO2)c1ccc(Cl)cc1Cl,-5,1.2,1.4,-4,-14,1,18,-2,-20
COc1ccc(CNCc2c(C(=O)N(C)C)nc3ccc(Cl)cn23)c(OC)c1,6,-0.1,0.1,0,-22,-1,0,-12,5
CCOC(=O)c1ccc(COC(=O)CCc2nc(-c3ccccc3)c(-c3ccccc3)o2)cc1,4,0.6,2.7,-8,-17,5,15,-5,-10
O=C(COc1cccc(Cl)c1)Nc1ccccc1N1CCCCC1,-21,0.8,-1.1,2,-22,-1,-7,0,0
O=C(c1ccc(S(=O)(=O)Cc2cc(F)ccc2F)c([N+](=O)[O-])c1)N1CCCCC1,-16,0.5,5.4,-2,-9,4,-6,-4,5
COc1cccc(-c2nn3c(-c4cccc(C)c4)nnc3s2)c1,14,0.2,0.0,1,-29,-1,10,-2,-18
COc1ccc(-n2ccnc2CN2CCCC(CO)(Cc3cccc(OC)c3)C2)cc1 (configuration not stated),-5,7.1,7.1,-15,-21,5,25,-6,-5
Cc1ccc(-c2nc(CSc3nc4ccccc4c(=O)n3C)cs2)cc1,-17,0.2,0.3,-3,-6,3,9,-6,-3
COc1ccccc1NC(=O)N1CCN(c2ccnc3cc(Cl)ccc23)CC1,-10,3.1,7.6,-12,-30,0,3,-2,-7
C/C(CCc1ccc2c(c1)OCO2)=N\NC(=O)c1ccc(C)cc1C,-4,-0.6,-1.1,-19,-6,1,24,-2,-10
COc1ccc(Br)cc1CNC(=O)C1CCCN(S(C)(=O)=O)C1 (configuration not stated),21,0.2,2.3,4,-10,-3,22,-5,-4
Cc1ccc(NC(=O)CCc2nnc(SCC(=O)Nc3ccccc3C)n2C)cc1Cl,-12,-0.2,0.7,-2,-20,14,1,0,-16
O=C(NCc1ccco1)C(=O)NCC1OCCN1S(=O)(=O)c1ccc(Br)cc1 (configuration not stated),-8,0.1,2.5,-8,-10,0,15,-6,-1
Cc1cc(C)n(C(=O)CNC(=O)Cc2ccccc2)n1,9,0.1,0.1,4,-6,3,-10,-3,7
COCCn1c(Sc2ccccc2)nc2c1c(=O)[nH]c(=O)n2C,10,0.0,-0.3,-7,-3,1,-2,-3,3
O=C(Nc1ccc(O)cc1)/C(=C\c1ccncc1)NC(=O)c1ccccc1,-28,1.2,0.3,-8,11,2,29,-4,-15
COCC(C)NCc1cc(Br)ccc1OC (configuration not stated),14,0.3,0.3,-2,12,3,12,-13,-4

Compound profiles, as listed above. Order of screens: TAAR1 antagonist	CHO-K1 Ca ag	V1aR counter	OXTR potentiator	CHO parental Ca	TAAR1 ag	CHO-K1 Ca PAM	M1 ag	CHO-K1 Ca antag
Profile of O=C(c1ccc(S(=O)(=O)Cc2cc(F)ccc2F)c([N+](=O)[O-])c1)N1CCCCC1 : -16	0.5	5.4	-2	-9	4	-6	-4	5
Profile of O=C(NCc1ccco1)C(=O)NCC1OCCN1S(=O)(=O)c1ccc(Br)cc1 (configuration not stated) : -8	0.1	2.5	-8	-10	0	15	-6	-1

An excerpt from above in order of the M1 ag value, falling.
molecule | TAAR1 antagonist | TAAR1 ag | M1 ag
Cc1ccc(NC(=O)CCc2nnc(SCC(=O)Nc3ccccc3C)n2C)cc1Cl | -12 | 14 | 0
CCOc1cc(C#N)c(NC(=O)Cn2nnc3ccccc32)cc1OCC | 10 | 4 | -1
C/C(CCc1ccc2c(c1)OCO2)=N\NC(=O)c1ccc(C)cc1C | -4 | 1 | -2
Cc1cc(C)n(C(=O)CNC(=O)Cc2ccccc2)n1 | 9 | 3 | -3
CSCCC(NC(=O)c1ccccc1Cl)C(=O)N1CCN(c2ccccn2)CC1 (configuration not stated) | 1 | 3 | -4

Next compounds
SMILES,TAAR1 antagonist,CHO-K1 Ca ag,V1aR counter,OXTR potentiator,CHO parental Ca,TAAR1 ag,CHO-K1 Ca PAM,M1 ag,CHO-K1 Ca antag
CC(=O)Nc1ccc(C(=O)Cn2nnc3ccccc3c2=O)cc1,10,0.7,0.4,-2,-15,3,17,-3,-5
Cc1ncoc1C(=O)NC1CCCc2c1cnn2-c1ccc(C(C)(C)C)cc1 (configuration not stated),-14,11,nt,nt,nt,2,3,3,7
O=C(COC(=O)Cc1ccsc1)NC(c1ccccc1)c1ccccc1,18,0.1,-0.8,-2,-12,4,-7,-7,16
CCN(CC)S(=O)(=O)c1ccc2c(c1)N(CC(=O)NCCCN1CC(C)CC(C)C1)C(=O)CO2 (configuration not stated),-17,-0.1,0.1,-5,-9,7,-2,-5,-6
Cc1cccc(C(=O)Oc2ccc3ccc(O)cc3c2)c1,2,6.1,0.8,-14,10,0,3,-3,17
Cc1cc(C(=O)COC(=O)c2ccc(N)c([N+](=O)[O-])c2)c(C)n1Cc1ccc2c(c1)OCO2,1,0.3,0.2,-3,-9,0,17,-1,-11
CCc1ccc(OCc2nnc(SCCN3CCOCC3)n2CC)cc1,0,0.1,1.2,4,1,1,1,-6,3
O=C(COc1ccc2ccccc2c1Br)N1CCN(c2ccccn2)CC1,-4,0.1,0.5,1,3,4,14,-4,-12
COc1nccnc1NS(=O)(=O)c1ccc(NCc2ccccc2O)cc1,1,1.6,3.0,2,5,1,-4,-6,13
Cc1ccc(C(=O)Nc2sc(C)c(C)c2C(=O)c2ccccc2)cc1,-43,0.4,-0.3,-4,-51,4,24,-5,-14
CCOC(=O)CNC(=O)CSc1ncnc2c1cnn2-c1ccc(OC)cc1,2,0.8,9.0,2,-19,11,7,1,3
O=c1c(-c2ccc(Br)cc2)[n+]([O-])c2ccccc2n1OCc1ccccn1,-8,0.4,-0.4,-1,-19,3,20,-5,-9
CCN(CC)C(=O)COc1ccc2oc(C)c(C(=O)OC(C)C)c2c1,7,0.9,-2.1,2,-27,10,21,-4,-10
COC(C[C@H](O)[C@@H](C)[C@H](O)COCc1ccccc1)OC,9,-0.5,nt,nt,nt,0,-1,-1,-11
Cc1ccc(-c2n[nH]c3c2CCC3)cc1,-2,-0.6,0.3,-7,-16,18,-2,1,-7
O/N=C/c1nc2cc(Cl)ccc2o1,-8,6.0,0.4,-22,-20,0,22,-6,-14
CCN(CC(=O)Nc1ccc2c(c1)OCCO2)C(=O)/C=C/c1cccc(OC)c1OC,-50,5.8,-0.7,4,-12,8,20,17*,-11
CCOc1ccc(S(=O)(=O)N2CCCCCC2)cc1,4,0.0,-1.3,-10,-23,6,-6,-5,-9
COCCCNC(=O)CCS(=O)(=O)Cc1ccc(C)cc1,3,-0.6,0.2,-1,-13,1,11,0,-21
CCOC(CCn1c(SCc2ccc([N+](=O)[O-])cc2)nc2ccccc2c1=O)OCC,0,0.7,3.2,-7,-33,-2,17,-6,-14
COC(=O)CNC(=O)c1nn(-c2cccc(OC)c2)c(=O)c2ccccc12,-4,0.1,0.4,-14,-14,8,-1,0,-3
COc1cccc(C(O)c2nc(-c3ccc(N(C)C)cc3)cs2)c1 (configuration not stated),15,8.6,nt,nt,nt,9,-6,6,17
CCCn1c(=O)c(C(=O)NCc2ccc3c(c2)OCO3)c(O)c2ccccc21,-18,2.4,nt,nt,nt,1,15,2,-13
COc1ccc(CN2CC(=O)N3[C@H]4c5ccc(OC)cc5OC[C@@H]4[C@H](c4ccccc4)[C@]3(C)C2=O)cc1,17,0.3,2.4,-1,-22,9,10,-4,-15

M1 ag: what is marked active above
Molecule,TAAR1 antagonist,TAAR1 ag,M1 ag
CCN(CC(=O)Nc1ccc2c(c1)OCCO2)C(=O)/C=C/c1cccc(OC)c1OC,-50,8,17*
